# GSIS activator: GLuc luminescence reporter in INS-1E cells, primary screen for activators of glucose-dependent secretion of insulin; 370,000 tested, 0.61% active; AID 743287, 2014; activation, % at 16.6 µM; INS-1E GLuc reporter insulin secretion, 2-3 h;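 active = lowest replicate activation of at least 40%, so every replicate reaches that level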;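 also: 0% = median of neutral control wells and 100% = median of IBMX positive control wells; some compounds called inactive have numbers as strong as hits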
# ERp5 block: inhibitors of ERp5-driven insulin aggregation, primary screen, biochemical, turbidity, absorbance 650 nm, single point; Protein disulfide-isomerase A6 (Homo sapiens), Q15084; 90 min; inhibition, % at 9.99 µM; 350,000 tested, 0.05% active;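 active = mean replicate inhibition above about 25%, with every replicate also reaching it, limit read from the data, passing the limit was not always enough; inconclusive = only one of those two criteria met; inactive = neither criterion met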
# Target sequence (Q15084 whole entry, looked up): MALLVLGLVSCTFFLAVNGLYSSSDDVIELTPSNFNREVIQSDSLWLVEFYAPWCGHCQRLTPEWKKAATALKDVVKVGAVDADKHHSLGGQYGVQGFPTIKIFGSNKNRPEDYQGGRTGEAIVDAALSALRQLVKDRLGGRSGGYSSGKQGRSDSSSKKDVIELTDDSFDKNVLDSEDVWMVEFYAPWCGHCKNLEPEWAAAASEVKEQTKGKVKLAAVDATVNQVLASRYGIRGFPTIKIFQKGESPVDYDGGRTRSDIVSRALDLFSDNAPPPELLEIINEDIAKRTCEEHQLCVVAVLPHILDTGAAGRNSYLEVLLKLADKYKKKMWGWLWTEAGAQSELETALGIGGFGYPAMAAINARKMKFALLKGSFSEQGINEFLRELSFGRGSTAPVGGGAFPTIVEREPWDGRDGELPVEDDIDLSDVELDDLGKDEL
# PAX8 inh HTS: inhibitors of PAX8-driven TPO luciferase reporter, primary screen, RMG-I cells, single concentration. 360,000 tested, 1.2% active. SteadyGlo, 24 h. AID 652154, 2013. inhibition, % at 12.6 µM;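 active = mean replicate inhibition at least 60% with every replicate also reaching 60%; inconclusive = only one of the two criteria is met; inactive = mean below 60% and not all replicates reaching 60%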;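 also: luciferase light reporting Pax8 driven TPO promoter activity; plate controls were median of neutral control wells for no effect and mitoxantrone controls for full effect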
# EWS-Fli inh: EWS/Fli-driven NR0B1 reporter inhibitors, primary screen, A673 cells, NR0B1 luciferase, luminescence, MLPCN library | viability-normalised | inhibition, % at 12.6 µM | 350,000 tested, 0.67% active;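 active = mean inhibition of at least 50% after viability correction, with every replicate also passing that limit; inconclusive = mean reaches 50% but only one of two replicates passes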;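 also: firefly luciferase signal divided by Alamar Blue viability fluorescence both relative to DMSO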
# F508del corr: F508del CFTR correction, initial screen, CFBE line, single point. CFBE cells, YFP halide quenching; stimulated with forskolin plus potentiator P3; % fluorescence drop versus neutral controls. activity (quench increase), % at 7.58 µM. 350,000 tested, 0.36% active. AID 720511, 2013;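 active = mean added fluorescence quench of at least 8% versus neutral control, with both replicates also reaching 8%; inconclusive = only one of the mean or replicate conditions met; inactive = mean below 8% and not both replicates reaching 8%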;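 also: cells transiently co-express mutant CFTR-F508del with the halide-sensitive YFP; corrector assay measuring rescue of mutant channel to the surface after 24 h compound exposure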
# XiGFP reactiv: activators of inactive X chromosome reactivation, primary screen, imaging, XiGFP fibroblasts, GFP high-content imaging, set 2; XiGFP mouse fibroblasts, % GFP-positive cells imaging, 3 d; cells co-treated with 5-aza-dC sensitizer; scaled so ellipticine positive control = 100%; 360,000 tested, 0.055% active; activation, % at 7.58 µM;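 active = mean normalized replicate activation at least 10% and every replicate at or above 10%; inconclusive = only one of the two criteria met; inactive = mean below 10% and not all replicates reach 10%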;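 also: 0% = median of on-plate neutral control wells and 100% = ellipticine 6 µM median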
#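 Material: XiGFP fibroblasts, SV40-immortalized; Buffer or medium: DMEM containing 5-aza-dC; Compound dosing: single point; Times: 3 days compound exposure.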
# DENV2 CPE rescue: inhibitors of DENV2 cytopathic effect, primary screen, cell-based, plate reader, single concentration. DENV2-infected cells, cytopathic effect rescue. CPE inhibition, % at 9.99 µM. 350,000 tested, 1.7% active. AID 651640, 2012; in the data active = CPE inhibition above about 20%, passing the limit was not always enough; inconclusive = no clear call, values can overlap the other calls; tested in BHK-21 cells;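 also: 0% = median of neutral control wells and 100% = median of positive control wells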
# ARNT TACC3 PPI: disruptors of ARNT/TACC3 protein interaction, primary screen, biochemical, AlphaScreen, single concentration. AlphaScreen His-ARNT PAS-B/GST-TACC3 binding, luminescence; TACC3 fragment carries E629A point mutation. inhibition, % at 9.99 µM. 390,000 tested, 0.66% active;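 active = mean inhibition of replicates at least 50% and at least half of replicates each reaching 50%; inconclusive = half or more replicates reach 50% but mean below 50%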;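 also: 0% = complete ARNT plus TACC3 wells and 100% = ARNT alone without TACC3; many hits fall short of the cut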
# * = called active by the depositor; ? = inconclusive; · = not tested or not shown; & = joins results of further samples.
SMILES,GSIS activator,ERp5 block,PAX8 inh HTS,EWS-Fli inh,F508del corr,XiGFP reactiv,DENV2 CPE rescue,ARNT TACC3 PPI
Cc1ccc(N(CC(O)CN2C(=O)NC(C)(C)C2=O)S(=O)(=O)c2ccc(C)cc2)cc1 (stereo not drawn),5,9,17,11,0.5,0.2,17,-9
C[C@@H]1CN([C@H](C)CO)C(=O)c2c(c3ccccc3n2C)-c2ccccc2CO[C@H]1CN(C)C,13,-2,-37,14,-1.3,0.0,-1,·
CC(OC(=O)c1cccc(S(=O)(=O)N2CCCCCC2)c1)C(=O)Nc1ccc(S(N)(=O)=O)cc1 (stereo not drawn),-6,5,-12,5,-0.5,0.0,-2,·
O=[N+]([O-])c1ccc(-c2nnc(-c3ccccc3)c(NCCCO)n2)cc1,10,·,-21,·,·,0.1,·,-5
COc1ccc(CN(C)CC(=O)Nc2cccc3ccccc23)cc1F,-18,0,-1,18,0.3,0.1,?,-2
O=C(CCc1nc(-c2ccccc2Cl)no1)NC1CCCC1,12,-1,-13,·,1.3,0.0,3,-5
CO[C@H]1CN(C)C(=O)c2ccc(NS(C)(=O)=O)cc2OC[C@H](C)N(C(=O)C2CCCC2)C[C@H]1C,-11,-1,-8,-7,-3.7,0.3,-6,-15
C[C@H](CO)N1C[C@H](C)[C@H](CN(C)CC2CCOCC2)Oc2cc(C#C[C@@H](C)O)ccc2S1(=O)=O,9,2,10,14,0.1,0.3,?,-6
Cc1nc(N2CCN(c3ccccn3)CC2)c2c(C)c(C(=O)N3CCN(c4cccc(Cl)c4)CC3)sc2n1,-11,7,-13,-1,0.2,0.0,2,·
Cc1ccc(SC[C@H](C)CN2CCC(NC(=O)OCc3ccccc3)CCC2=O)cc1 (stereo partly drawn),-15,2,-22,3,-2.2,0.1,-9,·
CC(C)(C)NC(=O)C(c1ccc(-c2ccccc2)cc1)N(C[C@H]1CC[C@@H]([C@@H]2CC[C@H](CO)O2)O1)C(=O)c1ccc(C(C)(C)C)cc1 (stereo partly drawn),-20,-2,56,16,0.8,0.1,-1,6
Cc1ccc(C)c(N2CCN(S(=O)(=O)c3ccc(-c4ccc(=O)[nH]n4)o3)CC2)c1,21,0,6,·,-0.9,-0.1,-3,-5
COc1ccc(C#Cc2ccc([C@@H]3[C@@H](CO)N4C(=O)CN(C(C)=O)C[C@@H]34)cc2)cc1,-3,1,-8,-10,-0.2,0.0,0,·
C[C@H](CO)N1C[C@H](C)[C@H](CN(C)Cc2ccncc2)Oc2ccc(NS(=O)(=O)c3ccc(F)cc3)cc2CC1=O,8,4,6,-1,1.3,0.1,4,-10
CC(C)NC(=O)Nc1ccc2c(c1)C(=O)N([C@H](C)CO)C[C@H](C)[C@H](CN(C)C(=O)Nc1ccc3c(c1)OCO3)OCCCC[C@@H](C)O2,-3,0,-14,-4,-0.6,-0.1,7,-10
COc1ccc(CC(=O)NC(C)c2ccc3ccccc3c2)cc1 (stereo not drawn),-2,2,8,4,-2.0,0.3,8,-3
CC/C(=N\NC(=O)c1cc(C)oc1C)c1ccc(OC(F)F)cc1,·,4,2,-6,0.0,0.0,5,·
Cc1cc(=O)[nH]c(Nc2cccc(Br)c2)n1,-8,5,-22,-24,-5.6,0.0,0,-1
C[C@@H](NC(=O)C[C@H]1C[C@H]2c3cc(NC(=O)C4CCOCC4)ccc3O[C@H]2[C@H](CO)O1)c1ccccc1,8,2,4,0,1.8,-0.1,1,-7
C[C@H]1CN([C@@H](C)CO)C(=O)c2cccc(NC(=O)c3nc4ccccc4s3)c2O[C@@H]1CN(C)C(=O)Nc1ccc(F)cc1,0,10,·,-8,-0.8,0.6,8,-14
O=C(COc1ccc(Cc2ccccc2)cc1)c1ccc(F)cc1,-30,0,-46,-28,-1.3,0.5,11,-4
Cc1nc(C(F)(F)F)ccc1C(=O)N1CCC1(C)C(=O)NS(=O)(=O)c1cccc(F)c1 (stereo not drawn),7,-1,1,5,-0.5,-0.1,7,·
Cc1ccc(NC(=O)Cn2sc3nc(C)cc(C)c3c2=O)c(Cl)c1,-6,-1,3,2,-5.9,·,3,-16
COc1ccccc1NC(=O)NCCc1c[nH]c2ccccc12,-4,-1,10,23,-5.7,0.9,3,13
O=C(C[n+]1cccc(CNC(=O)c2ccc(OC(F)F)cc2)c1)Nc1ccc(F)cc1,20,7,7,-3,·,0.2,-5,-4
CCN1C(=O)[C@H]2[C@@H](c3ccc(-c4cc(C(C)=O)cs4)cc3)N3CCC[C@@]3(C(=O)OC)[C@H]2C1=O,-17,0,-16,-15,2.6,0.0,-4,0
COC(=O)NCc1cc2cc(Cl)ccc2[nH]1,-26,-1,·,11,4.7,·,-2,3
O=C(C[C@@H]1CC[C@H]2[C@@H](COC[C@@H](O)CN2C(=O)Nc2ccccc2)O1)NCCc1ccncc1,3,0,-13,-13,2.0,0.0,-14,-5
O=C(NCC[C@H]1CC[C@@H](NC(=O)c2cccnc2)[C@H](CO)O1)Nc1ccc(C(F)(F)F)cc1,5&-10,-2,17,-10,-1.2,-0.3&-0.4,-9,3
COCCNC(=O)C[C@@H]1CC[C@H]2[C@@H](COC[C@@H](O)CN2Cc2ccc(Cl)c(Cl)c2)O1,12,·,·,·,-2.2,0.3,?,-9
CCCNC(=O)N1[C@@H](CO)[C@@H](c2ccccc2)[C@@H]1CNC(=O)c1ccccc1,-3,-2,20,6,2.4,0.0,3,-4
Cc1cccc(NS(=O)(=O)c2c(C)[nH]c(C)c2C(=O)N2CCCC2)c1,6,-8,-4,·,-1.8,0.1,-2,4
CC(=O)NS(=O)(=O)c1ccc2c(c1)C(=O)c1cc(S(=O)(=O)NC(C)=O)ccc1-2,8,-2,20,7,1.5,0.0,0,16
O=C(NCCCN1CCN(Cc2ccccc2)CC1)C1CCN(S(=O)(=O)N2CCCC2)CC1,3,-9,·,6,-2.4,·,2,0
CCCN1C(=O)c2cc(C(=O)NCc3ccc(OC)cc3)ccc2C1O (stereo not drawn),-3,-1,-10,1,-5.1,0.0,10,-1
O=C(C[C@@H]1C=C[C@@H](NS(=O)(=O)c2ccccc2)[C@@H](CO)O1)N1CCN(c2ccccc2)CC1,5,-2,8,·,-0.9,0.1,6,·
CC(OC(=O)c1ccccc1C(=O)O)c1ccccc1 (stereo not drawn),9,-2,10,2,-1.7,0.4,11,-1
CN(Cc1nc(Cc2ccccc2F)no1)CC1(N2CCOCC2)CCCCC1,-13,4,3,-3,-2.0,-0.1,9,-18
COCCN(CC(=O)Nc1cccc(C)c1C)C(=O)C1CCN(S(=O)(=O)c2ccccc2)CC1,2,2,12,2,1.0,-0.1,-2,-2
Cc1noc(C)c1NC(=O)N[C@H]1CC[C@@H](CC(=O)NCc2ccc(Cl)c(Cl)c2)O[C@@H]1CO,-1,-3,-1,3,-0.7,0.0,3,5
N#C[C@H]1[C@@H](c2ccccc2)[C@H](CO)N1S(=O)(=O)Cc1ccccc1,1,0,5,7,2.5,0.1,13,31
CC(c1ccccc1)c1nnc(N)s1 (stereo not drawn),-1,0,-8,8,-4.0,0.2,-3,-6
O=C(NNC(=O)c1cc(Br)ccc1Cl)c1csc(N2CCOCC2)n1,11,-6,1,5,0.5,0.0,1,1
COc1cccc(N2C(=O)Nc3ccc(Br)cc3C2(O)C(=O)NCCN(C)C)c1 (stereo not drawn),-2,2,-9,-23,0.7,0.0,3,·
CCCCN=C1NN=C(c2cccc([N+](=O)[O-])c2)CS1,11,-4,-44,-36,-1.0,0.0,-8,8
CCCCOc1ccc(C(=O)NCCC(=O)NCCCC(=O)OCC)cc1,-2,1,-10,-4,0.3,0.0,?,12
COc1ccc(-c2noc(N3CCCC(C(=O)Nc4ccc(F)cc4F)C3)n2)cc1 (stereo not drawn),7,-2,-91,7,0.4,-0.1,-6,0
CCCNC(=O)Nc1ccc2c(c1)OC[C@H](C)N(C(=O)C1CC1)C[C@@H](C)[C@H](OC)CN(C)C2=O,4,-3,-1,6,1.6,-0.4,-4,-16
CC(=O)N1C[C@H]2CON(C)[C@H]2C[C@H]1c1ccccc1-c1ccccc1,0,-4,-10,8,-1.7,0.3,-10,·
Cc1cccc(S(=O)(=O)N2C[C@@H]3[C@H](c4ccccc42)[C@H](CO)N3CC2CCOCC2)c1,6,1,-4,4,-1.0,-0.1,10,-4
Cc1cccc(OCC(=O)Nc2cccc(C(=O)Nc3ccccc3C(=O)O)c2)c1,-3,·,0,·,·,0.0,·,6
COc1ccc(NC(=O)c2cc(C3CCCCN3C(=O)c3cc(C(C)(C)C)nn3C)on2)c(C)c1 (stereo not drawn),-18,-3,5,5,-0.3,0.0,48*,·
CC1CCCCC1NC(=O)CN1CCN(Cc2ccccc2Cl)C1=O (stereo not drawn),16,·,-2,-34,·,0.4,·,-5
COc1ccc(S(=O)(=O)Cc2ccc(C(=O)NC3CCCCC3)o2)cc1,-11,-2,-10,·,-1.3,0.0,-9,13
C[C@@H]1CN([C@@H](C)CO)S(=O)(=O)c2ccc(C#CCN(C)C)cc2O[C@@H]1CN(C)Cc1ccccc1,12,-5,-10,-17,-1.2,0.1,4,23
Cc1ccccc1CNS(=O)(=O)c1ccccc1[N+](=O)[O-],29,-7,9,-12,·,0.0,-10,15
CC(Sc1nc2c(N)ncnc2n1CCOc1ccccc1)C(=O)O (stereo not drawn),4,6,-3,4,1.0,0.0,2,-8
NCC12CC3CC(C1)CC(c1ccc(Cl)cc1)(C3)C2,34,-3,12,12,2.5,-0.1,-1,1
CCCCN1C(=O)C(C#N)CC2=C1CC(C)(C)CC2=O (stereo not drawn),13,2,-2,-2,1.6,0.0,16,-2
CCN(C(=O)CSc1nc2scc(-c3ccccc3)c2c(=O)n1N)C1CCS(=O)(=O)C1 (stereo not drawn),4,-16,3,3,4.0,-0.1,6,1

# Record cards (already shown):
# Results for C[C@H](CO)N1C[C@H](C)[C@H](CN(C)Cc2ccncc2)Oc2ccc(NS(=O)(=O)c3ccc(F)cc3)cc2CC1=O → GSIS activator: 8; ERp5 block: 4; PAX8 inh HTS: 6; EWS-Fli inh: -1; F508del corr: 1.3; XiGFP reactiv: 0.1; DENV2 CPE rescue: 4; ARNT TACC3 PPI: -10
# Results for CCCCN1C(=O)C(C#N)CC2=C1CC(C)(C)CC2=O (stereo not drawn) → GSIS activator: 13; ERp5 block: 2; PAX8 inh HTS: -2; EWS-Fli inh: -2; F508del corr: 1.6; XiGFP reactiv: 0.0; DENV2 CPE rescue: 16; ARNT TACC3 PPI: -2

# Additional structures:
SMILES,GSIS activator,ERp5 block,PAX8 inh HTS,EWS-Fli inh,F508del corr,XiGFP reactiv,DENV2 CPE rescue,ARNT TACC3 PPI
COc1ccccc1NC(=S)NCc1ccccn1,-1,-10,-2,14,0.0,0.0,3,·
CC(C)(C)NC(=O)C(=O)NCc1ccccn1,-14,4,-21,-15,0.3,0.0,3,27
CCOc1ccccc1CN1CCC(Oc2ccc(C(=O)NCc3ccccn3)cc2)CC1,-10,-5,-23,0,1.9,0.1,5,11
COc1ccccc1N1C(=O)c2cccc3cccc(c23)C1=O,-1,4,-21,11,1.4,0.0,-3,-10
NC(=O)c1ccc(S(=O)(=O)N2CCSCC2)cc1,22,0,0,-1,-1.1,-0.1,-1,-1
CN(C)C(=O)c1ccc(NC(=O)CN2C(=O)NC3(CCCc4ccccc43)C2=O)cc1 (stereo not drawn),-2,-1,6,-6,-0.6,0.1,1,-25

# Bioassay records deposited in PubChem BioAssay by Broad Institute.
